From PubChem
LGR2 antag: inhibitors of bursicon-induced Drosophila LGR2 receptor cAMP signaling | inhibition, % at 9.99 µM | HEK293 LGR2, CRE-luciferase, bursicon-stimulated, 4 h | 380,000 compounds, 0.35% hits;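 active = drop in luminescence signal, shown as inhibition above about 50% in the replicate tests, limit read from the data, passing the limit was not always enough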;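 also: agonist challenge used bursicon conditioned medium at about half maximal strength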
esBAF inh: inhibitors of esBAF chromatin remodeling in mouse ES cells; Bmi1-luciferase knock-in reporter, 24 h; 100% = twice the neutral-well signal; reporter increase, % at 12.5 µM; 350,000 compounds, 2% hits; AID 602393; in the data active = activation above about 40%;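 also: 0% = median of the plate's neutral control wells and 100% = double that signal; a rise in the Bmi1 reporter signal indicates esBAF inhibition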
SIRT5 inh: inhibitors of human sirtuin-5 desuccinylase. AID 652115. Purified SirT5, succinyl-peptide AMC, trypsin-coupled fluorescence. Q9NXA8. 330,000 compounds, 1.1% hits. inhibition, % at 15 µM; in the data active = inhibition above about 15%
Target sequence (Q9NXA8 whole entry, looked up): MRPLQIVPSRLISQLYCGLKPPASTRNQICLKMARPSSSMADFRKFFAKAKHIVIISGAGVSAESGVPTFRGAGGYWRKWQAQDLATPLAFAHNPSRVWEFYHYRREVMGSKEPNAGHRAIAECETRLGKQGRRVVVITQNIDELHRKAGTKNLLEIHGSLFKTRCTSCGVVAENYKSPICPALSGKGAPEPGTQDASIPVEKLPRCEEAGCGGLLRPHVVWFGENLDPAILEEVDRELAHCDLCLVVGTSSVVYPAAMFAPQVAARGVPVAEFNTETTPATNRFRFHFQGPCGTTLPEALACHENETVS
S100A4 inh HTS: blocks human S100A4 binding to myosin IIA peptide | inhibition, % at 10.7 µM | S100A4/TAMRA-MyoIIA peptide fluorescence polarization | P26447 | 360,000 compounds, 0.14% hits | AID 652163;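 active = mean inhibition of at least 70% across replicates, with every replicate also reaching that level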
Target sequence (P26447 whole entry, looked up): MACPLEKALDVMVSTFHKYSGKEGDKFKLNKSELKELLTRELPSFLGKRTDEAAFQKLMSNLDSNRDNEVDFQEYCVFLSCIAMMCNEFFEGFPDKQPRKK
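Test system – S100A4 monomer (human) · Compound – single-point compound testing · Schedule – 5 min incubation before reading · Probe or stimulus – TAMRA-labelled myosin IIA heavy-chain peptide probe, 5 nM · Benchmarks – neutral control DMSO, positive control TFP · Medium – Calcium-containing HEPES buffer, pH 7.2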
CASP6 VEID inh: blocks human caspase-6 cleavage activity; P55212; purified caspase-6, Z-VEID-R110 cleavage fluorescence; inhibition, % at 12.5 µM; 350,000 compounds, 0.53% hits; AID 686996;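 active = mean inhibition across replicates at least about 35%, with every replicate also reaching that limit, limit read from the data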;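 also: 0% = median of neutral control wells and 100% = no fluorescence left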
Target sequence (P55212 24-179 limits assumed): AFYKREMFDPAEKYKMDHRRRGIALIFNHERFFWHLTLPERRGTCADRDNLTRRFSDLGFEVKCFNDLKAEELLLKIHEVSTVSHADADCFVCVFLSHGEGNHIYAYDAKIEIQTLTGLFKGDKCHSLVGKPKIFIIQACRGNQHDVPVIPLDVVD
Target sequence (P55212 194-293 limits assumed): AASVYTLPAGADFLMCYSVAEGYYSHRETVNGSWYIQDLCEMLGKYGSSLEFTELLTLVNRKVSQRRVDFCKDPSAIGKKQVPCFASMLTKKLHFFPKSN
FN deposition inh: fibronectin deposition inhibition | AH1F fibroblasts, Alexa488-fibronectin deposition fluorescence, overnight | inhibition, % at 12.6 µM | 350,000 compounds, 0.086% hits;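 active = mean inhibition across replicates of 30% or more, regardless of how many single replicates reach that level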;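 also: positive control wells lacked labelled fibronectin entirely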
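material = AH1F fibroblast monolayer depositing Alexa488-labelled fibronectin into matrix | amount = 10000 AH1F cells/well | buffer or medium = DMEM plus 2% serum, read in PBS | incubation = 1 h cell adhesion before compound, then overnight fibronectin incubation | detection = fluorescence at 485 nm excitation, 525 nm emission | evaluation = percent inhibition as loss of matrix-bound fibronectin fluorescence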
C2C12 statin: protects C2C12 myotubes from simvastatin toxicity. ATP luminescence, 48 h; scaled: DMSO 0, geranylgeraniol control 100. rescue of ATP level, % at 7.49 µM. 330,000 compounds, 0.78% hits. AID 602340;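 active = mean ATP rescue above about 67%, or every replicate alone reaching that limit, limit read from the data, passing the limit was not always enough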;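 also: myotubes were challenged with 10 µM simvastatin during compound exposure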
Numbers without * were called inactive; · = not tested or not shown. The list is partial; rates above refer to the full screens.

SMILES	LGR2 antag	esBAF inh	SIRT5 inh	S100A4 inh HTS	CASP6 VEID inh	FN deposition inh	C2C12 statin
CCN1CCN(c2nc(S(=O)(=O)c3ccc(C)cc3)c(Cl)s2)CC1	-5	·	-2	-19	-2	-14	·
CCCCC1CCc2[nH]nc(C(=O)O)c2C1 (stereo not given)	-9	4	-1	-4	3	8	7
O=C(Nc1cc(Cl)ccc1-n1cncn1)c1ccc(Br)o1	-12	·	-2	-4	0	5	·
O=C(CN1CCOCC1)NCC[C@H]1CC[C@@H](NC(=O)Nc2ccc(Cl)cc2)[C@@H](CO)O1	10	0	2	4	-3	·	3
O=C(N/N=C/c1ccc(OC(=O)c2ccco2)cc1)c1ccncc1	-11	-4	-2	7	1	2	-3
COc1ccccc1N1CCN(C(=O)CN(c2cc(C)cc(C)c2)S(C)(=O)=O)CC1	4	·	-1	-12	2	·	·
COc1cccc(S(=O)(=O)N(C)C[C@H]2Oc3cc(C#CCC(C)C)ccc3S(=O)(=O)N([C@H](C)CO)C[C@H]2C)c1	-1	4	-5	5	0	-6	-13
O=C(Nc1ccc(F)cc1)N1CC(=O)N2[C@H](CO)[C@H](c3ccc(C#Cc4ccc(F)cc4)cc3)[C@@H]2C1	2	·	1	-12	1	-30	·
CC(C)OP(=O)(OC(C)C)C(Nc1ccccc1)c1cccc([N+](=O)[O-])c1 (stereo not given)	12	·	-3	1	-1	3	·
Cc1onc(-c2ccccc2)c1C(=O)/C=C/N(C)C	1	10	4	-5	5	-2	9
COc1ccc(-c2cc(C(F)(F)F)nc(N3CCCCCC3)n2)cc1	·	-11	·	·	·	-7	-10
CCCCN(C(=O)CSc1nncn1-c1ccccc1)c1c(N)n(Cc2ccccc2)c(=O)[nH]c1=O	8	1	0	0	-2	3	-1
C[C@@H]1CN([C@H](C)CO)C(=O)Cc2cc(NC(=O)NC3CCCCC3)ccc2O[C@@H]1CN(C)Cc1ccccc1	-17	-11	10	-4	-3	·	-23
CCOc1cc(/C=C2\SC(=S)N(NS(=O)(=O)c3ccccc3)C2=O)ccc1O	-3	-10	4	-5	0	5	-12
Cc1noc(C)c1S(=O)(=O)Nc1ccc2c(c1)C(=O)N([C@H](C)CO)C[C@@H](C)[C@@H](CN(C)C(=O)Nc1ccc(F)cc1)O2	-5	2	·	·	·	-2	-2
C/C=C/c1cnc2c(c1)C(=O)N([C@H](C)CO)C[C@H](C)[C@@H](CN(C)C(=O)Nc1ccc(F)cc1)O2	6	-1	2	3	0	-1	3
Cc1ccc(S(=O)(=O)NNC(=O)C2CCN(S(=O)(=O)c3ccc(C)cc3)CC2)cc1	·	-16	·	·	·	-12	1
CCC(C(=O)NCCCN1CC(C)CC(C)C1)n1ncn2c(cc3occc32)c1=O (stereo not given)	9	7	10	-1	-4	3	0
O=C(NCc1ccccc1)c1cc(C2COCCN2C(=O)c2ccc3c(c2)CCO3)on1 (stereo not given)	7	-8	·	-1	2	-4	-16
CNC(=S)Nc1cccc(S(=O)(=O)NCc2ccco2)c1	-2	-6	0	-6	0	-4	11
CC(=O)c1ccc(NS(=O)(=O)c2ccc(CC(C)C)cc2)cc1	·	1	·	·	·	-8	-14
COCCNC(=O)C(=O)c1cc(C)n(-c2ccc([N+](=O)[O-])cc2)c1C	3	7	·	·	·	2	3
COc1ccc(CN2[C@H](CO)[C@@H]3c4ccccc4N(C(=O)CC(F)(F)F)C[C@@H]32)cc1	-15	-7	1	-2	1	·	37
O=C(NC1CCCCC1)c1ccc2c(c1)OCO2	-26	36	-12	-2	-2	-3	4
CS(=O)(=O)N1[C@H](C#N)[C@H](c2ccccc2-c2ccc(F)cc2)[C@@H]1CO	19	·	-1	18	3	-6	·
CCOC(=O)C1=CCN(S(=O)(=O)c2ccccc2Cl)C1c1ccc(C)cc1 (stereo not given)	-10	-2	-2	5	3	5	-7
C[C@H](CO)N1C[C@H](C)[C@H](CN(C)Cc2ccncc2)Oc2ccc(NC(=O)Cn3cnnn3)cc2C1=O	-9	12	-2	2	-2	·	-16
Cc1[nH]c2ccc(C(=O)OC(C)C(=O)N(C)C3CCCCC3)cc2c1C (stereo not given)	-8	·	-3	-3	7	2	·
CCCN(CCC)S(=O)(=O)c1cc2c3c(c1)CCN3C(=O)CC2	-4	·	0	31	11	0	·
O=C(C[C@H]1CC[C@H](NS(=O)(=O)c2ccc(F)cc2)[C@H](CO)O1)NCCc1ccncc1	5	-5	2	11	3	12	-7
CCC(C)c1ccc(NC(=S)NCc2ccccn2)cc1 (stereo not given)	-39	·	-4	-4	2	4	·
NC1=NC[C@H](c2ccccc2)N1CC1CCCCC1	6	-14	·	13	-1	-5	-6
Cc1c(CCC(=O)O)c(=O)oc2cc3oc4c(c3cc12)CCCC4	-52	-60	0	-3	-2	2	-11
C[C@H]1CN([C@@H](C)CO)C(=O)c2cc(/C=C/c3ccccc3)cnc2O[C@H]1CN(C)C(=O)c1cnccn1	4	1	-4	-5	-3	-13	1
O=C(NCCc1ccccc1)c1ccc(-c2ccc(F)c(F)c2)c2ccoc12	-9	9	-6	1	-1	-4	-12
CC1=C(C(=O)Nc2ccccc2C(=O)N2CCC(C)CC2)SCCO1	-7	0	0	2	5	-3	-2
Cc1c(/C=C/C(=O)c2ccccc2O)cnn1C	·	51*	-1	-3	3	5	-1
O=c1cc(CCl)nc2scc(-c3ccccc3)n12	-4	-4	-2	5	6	0	5
COc1ccc(CC(=O)NNc2ncnc3c2cnn3Cc2ccccc2)cc1OC	2	-10	-5	-3	0	3	-6
CC(=O)c1cccc(-c2ccnc3c2CC(C(=O)NCc2ccncc2)O3)c1 (stereo not given)	18	-8	·	0	-1	6	3

Reprinted at random: six entries already listed, in no set order.
SMILES	LGR2 antag	esBAF inh	SIRT5 inh	S100A4 inh HTS	CASP6 VEID inh	FN deposition inh	C2C12 statin
C[C@H]1CN([C@@H](C)CO)C(=O)c2cc(/C=C/c3ccccc3)cnc2O[C@H]1CN(C)C(=O)c1cnccn1	4	1	-4	-5	-3	-13	1
O=c1cc(CCl)nc2scc(-c3ccccc3)n12	-4	-4	-2	5	6	0	5
C[C@@H]1CN([C@H](C)CO)C(=O)Cc2cc(NC(=O)NC3CCCCC3)ccc2O[C@@H]1CN(C)Cc1ccccc1	-17	-11	10	-4	-3	·	-23
Cc1ccc(S(=O)(=O)NNC(=O)C2CCN(S(=O)(=O)c3ccc(C)cc3)CC2)cc1	·	-16	·	·	·	-12	1
COc1cccc(S(=O)(=O)N(C)C[C@H]2Oc3cc(C#CCC(C)C)ccc3S(=O)(=O)N([C@H](C)CO)C[C@H]2C)c1	-1	4	-5	5	0	-6	-13
CCCCC1CCc2[nH]nc(C(=O)O)c2C1 (stereo not given)	-9	4	-1	-4	3	8	7

The listing continues.
SMILES	LGR2 antag	esBAF inh	SIRT5 inh	S100A4 inh HTS	CASP6 VEID inh	FN deposition inh	C2C12 statin
COc1cccc(/C=N/Nc2nc(C)cc(=O)[nH]2)c1OC	-19	8	-1	3	42*	5	-2
Cc1cc(C(=O)N/N=C/C=C/c2ccccc2[N+](=O)[O-])c(C)o1	0	-2	·	-2	0	·	6
O=C(N/N=C/c1cc(Br)ccc1O)C(=O)Nc1ccccc1OC(F)(F)C(F)F	24	-45	·	·	·	·	19
O=C(Nc1ccccc1F)N[C@H]1CC[C@H](CCNS(=O)(=O)c2ccc(Cl)cc2)O[C@H]1CO	-4	14	4	10	1	·	2
CN(Cc1ccccc1)C(=O)COC(=O)c1cc([N+](=O)[O-])ccc1N1CCOCC1	-14	-5	0	0	1	9	12
CC(C)[C@H](NC(=O)c1ccco1)C(=O)N(C)Cc1ccc(C(F)(F)F)cc1	-16	3	2	-13	-2	-9	-4
O=[N+]([O-])c1cccc(-c2ncc3ccccn23)c1	0	·	-4	-4	2	0	·
O=C(C1CCN(S(=O)(=O)c2cccc3cccnc23)CC1)N1CCN(C2CCCC2)CC1	3	1	·	-4	-1	0	-8
COc1ccc(N2CCN(CCC(O)c3ccc4ccccc4c3)CC2)cc1 (stereo not given)	13	0	-3	-7	0	0	16
Cc1cccc(C(=O)NC(C)c2ccc(-n3ccnc3)cc2)c1C (stereo not given)	2	·	-1	-3	1	-8	·
Cn1c(/C=C/c2ccccc2)nc2ccccc21	80*	·	-9	14	2	4	·
CO[C@@H]1CN(C)C(=O)c2ccc(NC(=O)C3CCOCC3)cc2OC[C@@H](C)N(C)C[C@@H]1C	19	-2	·	·	·	-41	4
O=C(NC(=S)Nc1ccc(CN2CCOCC2)cc1)c1cc2ccccc2o1	-18	·	-3	-5	-4	·	·
O=Cc1ccc(Oc2ccc(F)cc2)nc1	1	3	-7	-17	-1	-1	2
CCn1nc(C(=O)Nc2cccc(C(F)(F)F)c2)c(Cl)c1Cl	·	13	·	·	·	-1	-1
Nc1cc(S(=O)(=O)N2CCOCC2)ccc1Oc1cccc(Br)c1	14	-5	-1	-20	2	2	6
O=C(C[C@H]1CC[C@@H]2[C@H](COC[C@H](O)CN2S(=O)(=O)c2ccc(F)cc2)O1)N[C@@H]1CCN(Cc2ccccc2)C1	1	-3	-4	4	-1	4	-17
C[C@@H]1CN([C@@H](C)CO)C(=O)Cc2cc(NC(=O)Nc3cccc4ccccc34)ccc2O[C@H]1CN(C)C(=O)NC1CCCCC1	-19	2	2	-4	0	·	32
COCCN(CC(=O)Nc1cccc(C)c1C)C(=O)C1CCN(S(=O)(=O)c2ccccc2)CC1	4	-7	-2	-1	1	4	-1
O=C(NCCO)/C(=C\c1cccc([N+](=O)[O-])c1)NC(=O)c1cccs1	1	9	·	-2	1	8	3
Cc1ccsc1/C=N/Nc1nc2ccccc2[nH]1	-65	·	3	-11	5	-1	·

One compound at a time, from the list above:
Cn1c(/C=C/c2ccccc2)nc2ccccc21 is entered as LGR2 antag: 80*; esBAF inh: ·; SIRT5 inh: -9; S100A4 inh HTS: 14; CASP6 VEID inh: 2; FN deposition inh: 4; C2C12 statin: ·
CC(C)[C@H](NC(=O)c1ccco1)C(=O)N(C)Cc1ccc(C(F)(F)F)cc1 is entered as LGR2 antag: -16; esBAF inh: 3; SIRT5 inh: 2; S100A4 inh HTS: -13; CASP6 VEID inh: -2; FN deposition inh: -9; C2C12 statin: -4
